DT40 TDP1 CPT – qHTS for Inhibitors of human tyrosyl-DNA phosphodiesterase 1 (TDP1): qHTS in cells in presence of CPT | chicken DT40 Tdp1-/-;hTDP1 cells + 20 nM CPT, ATP luminescence, 48 h | 420,000 compounds, 12% hits | Potency, µM (top dose mostly 46.2 µM), without a hit: at the top dose activity change, negative = growth inhibition, most hits filed as inhibitors; also: nearly all actives have a fitted effect of over 55% in size
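Chicken DT40 Tdp1-/- cells complemented with human TDP1, 400 cells/well, exposed to compounds plus 20 nM camptothecin for at least 48 h at 37 C; viability read as ATP content by CellTiter-Glo luminescence.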
KAT2A inh – qHTS Assay for Inhibitors of GCN5L2. 390,000 compounds, 0.21% hits. AID 504327, 2011. Histone acetyltransferase KAT2A (Homo sapiens), Q92830. Potency, µM (doses to about 58.9 µM), for inactives: at the highest dose activity change, negative = inhibition, most hits filed as inhibitors. GCN5L2 HAT assay, ThioGlo1 CoA-SH fluorescence
Target sequence (Q92830 whole entry, looked up): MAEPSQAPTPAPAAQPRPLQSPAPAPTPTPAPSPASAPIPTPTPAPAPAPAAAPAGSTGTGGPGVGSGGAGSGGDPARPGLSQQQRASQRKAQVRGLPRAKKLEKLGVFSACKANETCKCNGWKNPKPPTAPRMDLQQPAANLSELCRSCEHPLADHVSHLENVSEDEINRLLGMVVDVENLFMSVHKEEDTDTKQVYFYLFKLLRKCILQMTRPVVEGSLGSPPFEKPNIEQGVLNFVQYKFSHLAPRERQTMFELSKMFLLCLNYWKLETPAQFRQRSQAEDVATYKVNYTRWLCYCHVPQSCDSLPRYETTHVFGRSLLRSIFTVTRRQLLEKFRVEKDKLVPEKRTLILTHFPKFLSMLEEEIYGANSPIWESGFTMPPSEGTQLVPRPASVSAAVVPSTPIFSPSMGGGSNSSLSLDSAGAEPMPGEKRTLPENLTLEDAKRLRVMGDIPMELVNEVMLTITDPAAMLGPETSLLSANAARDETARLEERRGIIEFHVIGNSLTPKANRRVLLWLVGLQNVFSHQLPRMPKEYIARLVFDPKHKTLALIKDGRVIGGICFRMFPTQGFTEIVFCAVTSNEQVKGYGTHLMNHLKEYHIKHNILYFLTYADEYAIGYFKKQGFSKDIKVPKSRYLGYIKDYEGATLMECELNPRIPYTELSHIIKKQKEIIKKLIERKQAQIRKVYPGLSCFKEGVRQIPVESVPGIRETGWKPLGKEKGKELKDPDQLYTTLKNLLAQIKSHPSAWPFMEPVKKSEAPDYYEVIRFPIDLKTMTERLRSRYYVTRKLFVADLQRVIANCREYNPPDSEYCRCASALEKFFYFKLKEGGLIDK
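GCN5L2 (20 nM) in 50mM HEPES pH 7.5, 0.1mM EDTA, 0.01% Tween-20 preincubated 15 min with compounds at room temperature. Reaction started with H3(1-25) 75uM, acetyl-CoA 70uM, ThioGlo1 50uM; CoA-thiol fluorescence (Ex340/Em540) read at 0 and 20 min.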
DT40 TDP1 no CPT – qHTS for Inhibitors of human tyrosyl-DNA phosphodiesterase 1 (TDP1): qHTS in cells in absence of CPT; Potency, µM (doses to about 46.2 µM), inactives show at the top dose activity change, negative = growth inhibition, most hits filed as inhibitors; AID 686978, 2013; 420,000 compounds, 15% hits; DT40 Tdp1-/- hTDP1 cells, no CPT, ATP luminescence, 48 h; also: nearly all actives have a fitted effect of over 55% in size
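Chicken DT40 Tdp1-/- cells stably complemented with human TDP1 were seeded at 400 cells/well with DMSO in place of 20 nM camptothecin. After compound pinning, cells grew at least 48 hr at 37 °C; viability read by CellTiter-Glo luminescence.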
An asterisk follows results filed as active; ? = inconclusive; · = not tested or not shown; & = joins results of further samples. Calls follow the shape of the dose curve; as a rule, active = well fitted curve in the direction sought with a large enough effect; inconclusive = small, poorly fitted or top-dose-only effect, or another doubt; inactive = no such curve, though single readings can be large; an effect the other way counts as inactive or inconclusive. % is scaled to controls: 0 for no effect and ±100 for the full control effect; potency is read from the fitted curve at half-maximal effect. This is a subset; the hit share may differ from the screen's.

SMILES | DT40 TDP1 CPT | KAT2A inh | DT40 TDP1 no CPT
COc1ccc(-c2coc3ccc(OC4OC(COC(C)=O)C(OC(C)=O)C(OC(C)=O)C4OC(C)=O)cc3c2=O)cc1 (centres undefined) | 2.7µM* | · | 1.1µM*
Cc1c(C(=O)NCc2cccnc2)sc2nc(-c3ccccc3)cn12 | -10% | -6% | 16µM*
O=C(CSc1nc2ccccc2[nH]1)Nc1ccc(F)cc1 | -12% | -9% | 2%
CCn1c(-c2ccccc2F)nc2cc(NC(C)=O)cc(C(=O)NCC3CCOCC3)c21 | 2% | · | -1%
CCCCOc1ccc(CN(C)c2ncnc(N)n2)cc1 | ? | 2% | ?
CCC(C)NC(=O)c1cc(Sc2cccc(Cl)c2)nc2ccccc12 (centres undefined) | 16µM* | 1% | 15µM*
O=C(c1ccco1)N1CCC2(CC1)CN(c1ccccc1)C2 | ? | -5% | ?
CC1(C(=O)NS(=O)(=O)c2cccc(C#N)c2)CCN1C(=O)c1ccc(C2CCCCC2)cc1 (centres undefined) | -22% | · | -15%
O=C(CC1C(=O)NCCN1Cc1ccccc1C(F)(F)F)NCCN1CCOCC1 (centres undefined) | 4% | -3% | 15%
CN(C)c1ccc(CN(CC2CCCO2)C(=O)c2cc3ccccc3o2)cc1 (centres undefined) | 18µM* | -3% | ?
COCCCn1c(C(=O)N2CC(C)OC(C)C2)cc2c(=O)n3cccc(C)c3nc21 (centres undefined) | ? | -10% | -28%
N#Cc1ccccc1OCC(=O)N1CCN(c2ccccc2F)CC1 | -19% | -15% | -14%
CC(C)Cn1c(=O)c2sccc2n2c(CCCC(=O)NCCc3ccccc3)nnc12 | ? | -5% | ?
CC(C)c1ccccc1NC(=O)CNCCc1ccc(C(F)(F)F)cc1 | ? | 16% | 26µM*
O=C(c1cc2ccccc2o1)N1CCN(Cc2ccccc2)CC1 | ? | -4%&-4% | ?
N#Cc1c(-c2ccccc2)nc2n(-c3ccccc3)nc(C(=O)Nc3ccccc3)n2c1=O | ? | -8% | 7.3µM*
O=C1Nc2cc(C(=O)NCCCN3CCOCC3)ccc2S/C1=C/c1cccc(Cl)c1 | ? | -12% | ?
CCNC(=O)NC(=O)COC(=O)CCc1nc(=O)c2ccccc2n1C | -9% | -4% | -1%
O=C1C=C(c2ccc3c(c2)OCO3)C[C@@H](c2ccc(Cl)cc2)C1 | -12% | -17% | -12%
CCOC(=O)Cc1csc(NC(=O)c2ccc3c(c2)OCO3)n1 | ? | -3% | ?
CCN(CC)Cc1c(O)ccc2c(=O)c(-c3ccc4c(c3)OCCO4)coc12 | 3.3µM* | 0% | 10µM*
Cc1ccc(S(=O)(=O)N(Cc2cccc([N+](=O)[O-])c2)C(=O)N2CCN(C)CC2)cc1 | -7% | 1% | -4%
Cc1c(NS(C)(=O)=O)c(=O)n(-c2ccccc2)n1C | -8% | -13% | -13%
COc1ccc(N2CCN(Cc3nc4c(c(=O)[nH]c(=O)n4C)n3CC(C)C)CC2)cc1 | -5% | -4% | -7%
CC1(C)Cc2c(sc(NC(=O)C(=O)N3CCCC3)c2C(N)=O)CO1 | 0% | -5% | -2%
CCSc1nnc(NC(=O)C2CCCN(C(=O)c3ccc(Cl)cc3)C2)s1 (centres undefined) | 6.5µM* | · | 5.2µM*
COc1cccc(NC(=O)c2ccnc(N3CCC(C(=O)NCc4ccccc4OC)CC3)c2)c1 | ? | -1% | -23%
O=C(/C=C/c1cccc([N+](=O)[O-])c1)c1cccs1 | 3.7µM* | -1% | 2.3µM*
COc1ccc(CCn2cc3c(c2-c2ccc(Br)cc2)c(=O)n(C)c(=O)n3C)cc1OC | 23µM* | -4% | ?
COc1ccccc1N1CCN(C(=O)c2cccc(Oc3ccccc3)c2)CC1 | -30% | -7% | -15%
Cc1[nH]c2ccc(-c3nnc(SCC(=O)N4CCCc5ccccc54)o3)cc2c1C | -25% | 1% | ?
COc1cc(NC(=O)c2sc3ncn(CC(=O)N4CCCCC4)c(=O)c3c2C)cc(OC)c1OC | -26% | -11% | -17%
C=CCNc1nc2ccccc2c(=O)[nH]1 | ? | 1% | 21µM*
CC(CCc1ccccc1)NC(=O)Cn1c(=O)nc(-c2ccccc2)c2ccccc21 (centres undefined) | -22% | 12% | -17%
Oc1ccccc1Nc1nc(NCc2ccco2)c2ccccc2n1 | 16µM* | -8% | 21µM*
Cc1ccc(Cl)cc1NC(=O)COC(=O)CSc1ccccc1 | 0% | -2% | -17%
O=C(Nc1ccc(C(=O)N2CCCC2)cc1)c1cccc(C(F)(F)F)c1 | -15% | · | 1%
CCc1nc2ccc(C(=O)NCCN3CCOCC3)cn2c1N(C=O)Cc1ccc(OC)cc1 | 12% | · | -3%
CC(=O)OCC1OC(n2cnc3c(=O)[nH]cnc32)C(OC(C)=O)C1OC(C)=O (centres undefined) | 1% | 0% | 8%
CCCCC(=O)Nc1cc(OC)c(NC(=S)Nc2ccc(OC)cc2)cc1OC | -4% | · | ?
N#Cc1ccc(-c2ccc(F)cc2)nc1Oc1ccc(F)cc1 | -14% | 17% | -5%
Fc1ccccc1CSc1nc2ncc(Br)cc2[nH]1 | 1% | 1% | -11%
COc1ccc(N(CC(O)CN2CCCCC2)S(=O)(=O)c2ccc(C)cc2)cc1 (centres undefined) | -18% | 3% | -27%
CC(C)(C)n1ncc2c(=O)n(CC(=O)N3CCc4ccccc43)cnc21 | ? | -7% | 2%
Cc1ccc(Cl)cc1N1CCN(S(=O)(=O)c2cc3[nH]c(=O)c(=O)[nH]c3cc2C)CC1 | 3% | -15% | 0%
CCOC(=O)c1cc(-c2ccc(OC)cc2)nn1-c1ccc(C(=O)O)cc1 | 0% | -10% | 7%
COc1ccc(/C=N/NC(=O)c2ccccc2)cc1OS(=O)(=O)c1ccccc1 | -72% | -7% | 13µM*
O=[N+]([O-])c1cc([N+](=O)[O-])c(Oc2cncc(Cl)c2)cc1NN1CCCCC1 | ? | -2% | -26%
Cc1oc(C)c(S(=O)(=O)NCc2cccs2)c1C(=O)O | -3% | -3% | 1%
CSc1ncc(Cl)c(C(=O)Nc2cccc(Cl)c2)n1 | -17% | -7% | ?

The final 4 entries of the section above open the next one:
SMILES | DT40 TDP1 CPT | KAT2A inh | DT40 TDP1 no CPT
COc1ccc(/C=N/NC(=O)c2ccccc2)cc1OS(=O)(=O)c1ccccc1 | -72% | -7% | 13µM*
O=[N+]([O-])c1cc([N+](=O)[O-])c(Oc2cncc(Cl)c2)cc1NN1CCCCC1 | ? | -2% | -26%
Cc1oc(C)c(S(=O)(=O)NCc2cccs2)c1C(=O)O | -3% | -3% | 1%
CSc1ncc(Cl)c(C(=O)Nc2cccc(Cl)c2)n1 | -17% | -7% | ?
Cc1cccc(-c2nc(Nc3ccc(O)cc3)c3ccccc3n2)c1 | ? | 4% | 21µM*
COc1ccc(NC(=O)CN2C(=O)C(c3ccc(C(C)(C)C)cc3)=NC2(C)C)cc1Cl | -12% | -2% | -22%
Cc1c(Cc2ccccc2)c(NCCN(C)C)n2c(nc3ccccc32)c1C#N | -29% | -1% | ?
CCOC(=O)[C@@H]1[C@H]2COc3ccc(Br)cc3[C@@H]2N2C(=O)N(c3ccc(Cl)cc3)C(=O)[C@@]12C | 21µM* | -7% | 16µM*
CC1CCCC(NC(=O)NC(=O)CCl)C1C (centres undefined) | 3.7µM* | -5% | 3.7µM*
COc1ccccc1-c1nnc(NC(=O)C(C)C)s1 | 1% | -2% | -1%
C[C@@H](c1ccccc1)N1C[C@H](COCc2ccccc2)Oc2cc(N3CC[C@H](O)C3)ccc2S1(=O)=O | ? | · | 21µM*
CCS(=O)(=O)N1CCN=C1SCc1cccnc1 | ? | -10% | 13%
CC(C)C(N)c1csc(Nc2nncc3ccccc23)n1 (centres undefined) | ? | · | 16µM*
CCCCCCCNC(=O)CN1C(=O)CSc2ccc(S(=O)(=O)N3CCOCC3)cc21 | -13% | -3% | 0%
C=C1C2=C(C(=O)N1OC)[C@@H](O)[C@@](C)(O)[C@@H](CCCCC)O2 | 15µM* | · | 13µM*
COc1ccc(N2CCN(CCNC(=O)Nc3cc(Cl)ccc3OC)CC2)cc1 | ? | -15% | ?
O=C(NC1CCCc2ccccc21)c1ccccn1 (centres undefined) | ? | -4% | -23%
CCn1cc(Cl)c(C(=O)Nc2ccccc2C(N)=O)n1 | -6% | -8% | 0%
O=C(CCc1ccccc1)NCCc1ccc(F)cc1 | -4% | -3% | -16%
O=C(Cn1cnc2ccccc2c1=O)N(Cc1ccco1)c1ccc(O)cc1 | ? | -2% | ?
Cc1ccccc1-n1ncc2c1CC(C)(C)CC2NC(=O)C1CCC1 (centres undefined) | 2% | 0% | -3%
CCOC(=O)c1ccc(NS(=O)(=O)c2cccc3nsnc23)cc1 | -28% | -7% | -20%
CN(CC(=O)NC(=O)NCc1ccccc1)CC(=O)Nc1ccc(Cl)c(Cl)c1 | 26µM* | -9% | ?
COc1ccc(N=C2C(=Nc3ccc(OC)cc3)N(c3ccccc3)C(=S)N2C(=O)c2ccc(Cl)cc2)cc1 | -21% | -21% | ?

The list goes on (five carried over from the part before).
SMILES | DT40 TDP1 CPT | KAT2A inh | DT40 TDP1 no CPT
O=C(Cn1cnc2ccccc2c1=O)N(Cc1ccco1)c1ccc(O)cc1 | ? | -2% | ?
Cc1ccccc1-n1ncc2c1CC(C)(C)CC2NC(=O)C1CCC1 (centres undefined) | 2% | 0% | -3%
CCOC(=O)c1ccc(NS(=O)(=O)c2cccc3nsnc23)cc1 | -28% | -7% | -20%
CN(CC(=O)NC(=O)NCc1ccccc1)CC(=O)Nc1ccc(Cl)c(Cl)c1 | 26µM* | -9% | ?
COc1ccc(N=C2C(=Nc3ccc(OC)cc3)N(c3ccccc3)C(=S)N2C(=O)c2ccc(Cl)cc2)cc1 | -21% | -21% | ?
COCc1[nH]nc2c1C1(C(=O)Nc3ccc(F)cc31)C(C#N)=C(N)O2 (centres undefined) | -11% | -1% | -17%
CCOC(=O)C1CCN(C(=O)CN2C(=O)C(C(C)C)Oc3ccccc32)CC1 (centres undefined) | -19% | -2% | -27%
CCN1C(=O)[C@H]2[C@@H](c3ccc(C)cc3)N3C(=O)N(c4cccc(Br)c4)C(=O)[C@@]3(C)[C@H]2C1=O | ? | · | ?
Cc1cccc(NC(=O)CNC(=O)COc2ccc(C(=O)c3ccc(F)cc3)cc2)c1C | 18µM* | 0% | 10µM*
Cc1ccc(C(=O)NCc2ccc3c(c2)CCO3)cc1C | -1% | -7% | -2%
CCOC(=O)c1c(C)n(C)c2ccc(OC)c(NC(=O)c3cccs3)c12 | ? | -3% | ?
CC(=O)Nc1nc(-c2ccccc2)nc(C)c1C(C)=O | 0% | -5% | -4%
COC(=O)C(NC(C)=O)(Nc1ccc(Br)cc1)C(=O)OC | -9% | -2% | -1%
COc1ccc(-c2coc3cc4oc(=O)c5ccccc5c4cc23)cc1F | 0.82µM* | 23% | 0.65µM*
O=S(=O)(Nc1cccc(CO)c1)c1cccs1 | 23% | 1% | -5%
COc1ccc(NC(=O)CN(C)C(=O)c2ccc3c(c2)CC(c2ccccc2)OC3=O)cc1 (centres undefined) | 26µM* | · | 16µM*
O=C(NNC(=S)NCc1ccc(Cl)cc1)c1ccc2c(c1)OCO2 | -15% | 3% | -10%
Cc1cc(C)cc(C(=O)Nc2cccnc2Cl)c1 | -4% | -10% | -14%
Cc1ccc(S(=O)(=O)NCC(=O)N(CC(=O)NC2CCCCC2)Cc2ccco2)cc1 | 3% | 0% | ?
COc1ccccc1NC(=O)CSc1nnc(C)n1Cc1ccccc1 | -3% | -7% | 2%
CS(=O)(=O)Nc1cccc(NC(=O)c2cccc3c(-c4ccc(F)c(F)c4)coc23)c1 | 15µM* | · | ?
O=C(c1ccc2c(c1)OCO2)C1CCCN(Cc2cccc(C(F)(F)F)c2)C1 (centres undefined) | ? | -22% | 2%
COCC(C)NC(=O)c1ccccc1[N+](=O)[O-] (centres undefined) | 1% | -1% | 1%
NCCc1cnc[nH]1 | -14%&-3%&-2%&-25% | -6%&-6%&-1%&6% | -8%&-6%&0%&-18%
CCCCCCNCc1c(F)cccc1Cl | 0% | -3% | -19%
CCN(CC(=O)Nc1ccc(N2CCOCC2)cc1)C(=O)Cc1ccccc1 | 0% | -4% | 6%
COc1ccc(F)cc1-c1cc(C(=O)NCc2ccccc2)[nH]n1 | -22% | · | ?
O=C(c1csnn1)N1CCC2(CC1)CN(c1ccccc1)C2 | 16µM* | 5% | ?

Screening results: PubChem BioAssay, National Center for Advancing Translational Sciences (NCATS)
